# PLCb3 inh: human PLC-beta3 inhibitors, primary screen, biochemical, fluorescence; Purified PLC-beta3, fluorogenic substrate; inhibition, % at 12.2 µM; 370,000 compounds, 0.18% hits; in the data active = inhibition above about 11%;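 note: 0% = median of compound wells on plate and 100% = full blocker control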
# PLC-gamma1 inh: PLC-gamma1 enzyme inhibitors, primary screen, biochemical, fluorescence, purified enzyme. 1-phosphatidylinositol 4,5-bisphosphate phosphodiesterase gamma-1 (Homo sapiens), P19174. fluorogenic substrate. inhibition, % at 12.2 µM. 370,000 compounds, 0.84% hits; in the data active = inhibition above about 9.5%
# NR1D1 modulator: modulators of Rev-erb alpha DNA binding, primary screen, biochemical, FITC-DNA, fluorescence polarization, uHTS; Nuclear receptor subfamily 1 group D member 1 (Homo sapiens), P20393; Rev-erbα–FITC-DNA binding, 90 min; activity, % at 10 µM; 370,000 compounds, 0.79% hits;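 active = activity above about 14%, limit read from the data; passing the limit was not always enough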;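 note: 0% = DMSO wells with 35 nM protein and 100% = DMSO wells with 750 nM protein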
# MBD2 inh: inhibitors of MBD2 binding to methylated DNA, primary screen, biochemical, TR-FRET, DNA-binding domain, human. Methyl-CpG-binding domain protein 2 (Homo sapiens), Q9UBB5. MBD2 binding to methylated oligonucleotide. inhibition, % at 4.4 µM. 370,000 compounds, 0.31% hits. AID 686964, 2013; in the data active = inhibition above about 13%
# Target sequence (Q9UBB5 whole entry, looked up, the tested form may be a part): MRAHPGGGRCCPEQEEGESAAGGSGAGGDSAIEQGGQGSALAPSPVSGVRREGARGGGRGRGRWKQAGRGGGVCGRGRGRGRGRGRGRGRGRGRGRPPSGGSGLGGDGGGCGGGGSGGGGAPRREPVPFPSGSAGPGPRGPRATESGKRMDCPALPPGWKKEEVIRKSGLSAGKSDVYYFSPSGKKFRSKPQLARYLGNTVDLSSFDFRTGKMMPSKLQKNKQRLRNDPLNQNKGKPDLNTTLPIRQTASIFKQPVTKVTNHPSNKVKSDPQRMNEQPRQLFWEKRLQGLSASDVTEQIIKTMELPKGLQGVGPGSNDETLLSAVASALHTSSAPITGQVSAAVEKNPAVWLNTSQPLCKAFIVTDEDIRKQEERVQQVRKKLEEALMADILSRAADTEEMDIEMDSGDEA
# ADAM17 inh: ADAM17 inhibitors, primary screen, biochemical, QFRET; Disintegrin and metalloproteinase domain-containing protein 17 (Homo sapiens), P78536; recombinant ADAM17, EDANS/DABCYL FRET peptide cleavage; 370,000 compounds, 0.83% hits; inhibition, % at 6.95 µM;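 active = inhibition above the mean of compounds lying between control limits plus 3 SD, set per campaign, cut at about 8.5% in these data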;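 note: 0% = DMSO-only wells as the low control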
# SMARCA2 act: SMARCA2 (BRM) function activators, primary screen, cell-based, luminescence, high throughput. 370,000 compounds, 1% hits. MG213 cells, MMTV-luciferase reporter, dexamethasone, overnight. activation, % at 9.1 µM; in the data active = activation above about 7.8%;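 note: 0% = vehicle wells and 100% = reference activator wells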
# ssDAF-12 act: S. stercoralis DAF-12 nuclear receptor activators, primary screen, cell-based, luminescence, HEK293, GRIP1 co-expression, lit1-tk-luc. 370,000 compounds, 1% hits. activation, % at 6.8 µM. Nuclear hormone receptor DAF-12 (Strongyloides stercoralis). HEK293 ssDAF-12/GRIP1 lit1-tk-luc reporter; % of 3 µM dafachronic acid response;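 active = activation above the mean over all tested compounds plus 3 SD, cut at about 0.9% in these data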;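 note: 0% = DMSO-only wells and 100% = 3 µM delta7-dafachronic acid wells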
# hgDAF-12 ag: H. glycines DAF-12 receptor agonists, primary screen, cell-based, luminescence, HEK293, GAL4 fusion, UAS-luciferase. Nuclear hormone receptor DAF-12 (Heterodera glycines), GAL4 fusion. activation, % at 6.8 µM. 370,000 compounds, 1.8% hits. HEK293 GAL4-hgDAF12 UAS-luciferase reporter, agonist luminescence; normalized to butyrate control;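 active = activation above a cutoff set at the mean of all screened compounds plus 3 SD, cut at about 10% in these data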;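 note: 0% = DMSO wells and 100% = sodium butyrate wells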
# hcDAF-12 act: H. contortus DAF-12 nuclear receptor activators, primary screen, cell-based, luminescence, HEK293, lit1-tk-luc reporter; HEK293 hcDAF-12 lit1-tk-luc reporter; 0% DMSO, 100% Δ7-dafachronic acid; activation, % at 6.8 µM; 370,000 compounds, 1.4% hits; AID 652067, 2013;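 active = activation above the mean of all tested compounds plus 3 SD, cut at about 5.5% in these data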;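 note: 100% = response to 3 µM Δ7-dafachronic acid high control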
# DAX1 inh-1: DAX1 (NR0B1) inhibitors on StAR promoter, primary screen, cell-based, luminescence, SF-1 (NR5A1), full-length DAX-1. inhibition, % at 6.8 µM. 370,000 compounds, 1.1% hits. AID 652010, 2013. HEK293T StAR-luciferase reporter, SF-1/DAX-1 repression relief;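 active = inhibition above the mean over all tested compounds plus 3 SD, cut at about 3.6% in these data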;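 note: 0% = DAX-1 cells with DMSO and 100% = cells lacking DAX-1 with DMSO; higher inhibition means more luminescence from relief of DAX-1 repression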
# DAX1 inh-2: DAX1 (NR0B1) inhibitors, primary screen, cell-based, HEK293, Gal4-DAX1, luciferase luminescence; Nuclear receptor subfamily 0 group B member 1 (Homo sapiens), P51843; HEK293 Gal4-DAX1 luciferase reporter; inhibition, % at 6.75 µM; 340,000 compounds, 0.99% hits; AID 504766, 2011;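 active = inhibition above the mean over all tested compounds plus 3 SD, cut at about 4.2% in these data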;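 note: 0% = DAX1-transfected cells with DMSO and 100% = empty-vector control cells with DMSO; inhibition shows as a rise in luminescence from relieved DAX1 repression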
# Target sequence (P51843 207-470 limits assumed): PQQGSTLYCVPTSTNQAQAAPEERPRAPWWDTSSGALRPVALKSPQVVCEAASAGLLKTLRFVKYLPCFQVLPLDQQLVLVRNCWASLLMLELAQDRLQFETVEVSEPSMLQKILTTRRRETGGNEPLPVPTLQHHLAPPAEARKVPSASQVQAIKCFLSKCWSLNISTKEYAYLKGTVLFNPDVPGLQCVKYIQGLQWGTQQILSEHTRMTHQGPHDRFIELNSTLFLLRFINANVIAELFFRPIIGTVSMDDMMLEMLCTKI
# An asterisk follows results filed as active; . = not tested or not shown.
SMILES,PLCb3 inh,PLC-gamma1 inh,NR1D1 modulator,MBD2 inh,ADAM17 inh,SMARCA2 act,ssDAF-12 act,hgDAF-12 ag,hcDAF-12 act,DAX1 inh-1,DAX1 inh-2
Cc1nc2cc(NC(=O)COc3ccc(C#N)cc3)ccc2n1-c1ccccc1,3,3,7,3,7,-5,-1.5,-1.4,-3.0,-0.9,-1.1
CCC(C)(C)n1nnnc1C(c1ccc(OC)cc1)N1CCN(C(=O)c2ccco2)CC1 (stereo not drawn),-6,-1,3,-4,-2,-5,-0.7,2.2,-1.1,-0.5,0.2
Cc1ccc(-c2nn3c(C)nnc3s2)cc1NCc1c(F)cccc1Cl,-262,-155,23*,-7,-6,5,-1.6,-1.8,-2.1,-0.5,-1.4
C#CCn1c(=NC(=O)c2sc3ccccc3c2Cl)sc2cc(S(N)(=O)=O)ccc21,-72,-60,-6,1,-11,-1,-1.9,-1.0,-3.0,-0.1,-0.3
COC(=O)[C@@H]1[C@H](O[Si](C)(C)C(C)(C)C)C2OC2C[C@H]1S(=O)(=O)c1ccccc1 (stereo partly drawn),5,1,-7,3,2,.,-2.0,-0.2,-2.2,.,.
CC(C)CC1C2C(=O)N(c3ccccc3)C(=O)C2ON1c1ccccc1 (stereo not drawn),-21,-7,-6,-14,2,2,0.5,5.6,3.1,0.9,-0.4
O=C(NCCc1ccccc1)C1CCC(=O)N1CCc1ccccc1 (stereo not drawn),-3,-1,-7,2,-1,0,-0.8,1.1,0.1,0.0,-0.7
Cc1ccc2cc(CCNC(=O)c3cccs3)c(=O)[nH]c2c1,-3,-1,-4,-1,-2,8.1*,-1.2,10.0,1.3,2.2,2.2
COc1ccc(/C=N/NC(=O)COc2ccc(Cl)cc2Cl)cc1Cn1nc(C)cc1C,0,-3,-5,-1,-4,0,-1.6,-3.0,-0.9,-0.5,-2.0
Cc1cccc(N(C(=O)CNC(=O)c2ccco2)C(C(=O)NCC2CCCO2)c2ccccc2)c1 (stereo not drawn),-5,-3,-5,8,-3,-1,-1.4,-5.6,-3.0,-1.0,-0.1
O=C(CCn1c(=O)oc2ccccc21)Nc1nccs1,0,5,-1,2,1,-3,-0.8,-1.2,-1.2,0.2,0.2
Cc1ccc(C(=O)Oc2cccc(NC(=O)c3cccs3)c2)cc1S(=O)(=O)N1CCOCC1,0,2,2,2,-4,1,-0.8,1.4,-1.2,0.7,-0.8
O=C(COC(=O)c1ccc([N+](=O)[O-])cc1)Nc1ccc(Cl)cn1,-9,2,-3,-2,-7,-3,-0.1,1.0,0.7,-0.9,0.1
Cc1ccc(Nc2nnc(SCc3ccccc3)s2)cc1,1,6,-1,3,1,2,0.3,5.9,3.2,0.2,0.0
CCN1CCN(C(=O)/C=C/c2ccc(OC)c(OC)c2)CC1,-40,-27,3,1,-24,-2,-2.0,-2.2,-1.6,0.1,-0.3
COC(=O)Cc1c(C)c2ccc(OC3CCCCC3=O)c(C)c2oc1=O (stereo not drawn),-36,-25,-2,5,-99,-1,-0.8,0.6,-0.3,-0.5,-2.9
O=C(O)[C@H](Cc1ccccc1)NC(=O)N1CCN(c2ccc(F)cc2)CC1,-8,3,-4,8,-5,-4,-1.8,1.0,-0.2,-0.2,1.0
CCCCOc1ccc(NC2=NC3(CCCC3)N=C(N)N2)cc1,2,3,-5,1,-1,-3,-1.5,0.6,-2.2,-0.3,0.0
CCOC(=O)N1CCN(c2nc3ccccc3n3cnnc23)CC1,-6,-1,0,-1,-1,0,-1.7,4.5,-1.6,-0.2,-2.9
Cc1noc2ncnc(N3CCN(c4cccc(Cl)c4)CC3)c12,2,4,13,0,1,0,-1.5,-0.9,-1.8,-0.6,-0.8
C#CCNC(=O)C[C@H]1C(=O)N(CC=C)C2=CCCC[C@@]21C(=O)OCC,-1,1,3,0,-3,-1,-1.4,-0.5,-2.1,-1.3,.
CCOC(=O)/C(=N\Nc1ccccc1)P(=O)(c1ccccc1)c1ccccc1,-6,2,8,1,2,-2,-1.5,-3.7,0.9,0.2,-0.7
COc1cc(/C=C/C(=O)c2ccc(F)cc2)cc(OC)c1OC,-17,-11,-3,4,-5,-2,-2.9,-5.5,-4.4,-4.8,-2.2
O=C(c1ccncc1)N1N=C(c2ccc(Cl)cc2)CC1c1ccccc1O (stereo not drawn),-11,-5,1,-1,-2,4,0.6,7.3,2.2,0.9,1.6
CN(C(=O)COC(=O)C1CCN(S(=O)(=O)c2ccc3c(c2)OCCO3)CC1)c1ccccc1,-4,4,4,-6,1,5,-1.4,0.1,-0.7,-0.5,-0.9

# Two compounds from above, reduced to PLC-gamma1 inh and hgDAF-12 ag.
mol	PLC-gamma1 inh	hgDAF-12 ag
COC(=O)[C@@H]1[C@H](O[Si](C)(C)C(C)(C)C)C2OC2C[C@H]1S(=O)(=O)c1ccccc1 (stereo partly drawn)	1	-0.2
O=C(NCCc1ccccc1)C1CCC(=O)N1CCc1ccccc1 (stereo not drawn)	-1	1.1

# The results go on.
SMILES,PLCb3 inh,PLC-gamma1 inh,NR1D1 modulator,MBD2 inh,ADAM17 inh,SMARCA2 act,ssDAF-12 act,hgDAF-12 ag,hcDAF-12 act,DAX1 inh-1,DAX1 inh-2
Cc1ccc(C(=O)Nc2ccccc2C(=O)NCc2ccco2)cc1S(=O)(=O)N1CCCCC1,-5,-3,-1,-3,9.6*,5,-1.3,-6.3,-3.4,-1.3,-2.1
O=C(CSc1n[nH]c(-c2ccco2)n1)Nc1ccc(Br)cc1,-5,1,2,-3,-2,2,-0.8,-0.7,5.3,-2.1,2.0
CCn1c(=O)n(CC)c2cc(N3CCCC3)c(NC(=O)c3ccc(C)c([N+](=O)[O-])c3)cc21,-109,-64,-3,-1,-16,-2,-1.1,-1.3,-2.7,-3.2,-1.2
Cc1ccc(S(=O)(=O)N(C)C[C@H]2OCc3cnnn3CCCC(=O)N([C@H](C)CO)C[C@H]2C)cc1,-4,3,4,0,1,-4,-0.9,-1.4,0.2,-0.8,-0.1
Cn1c(CSc2nc3ccc(Br)cc3[nH]2)nc2ccccc21,-24,-19,-3,-7,-20,0,-1.3,0.9,-1.3,-0.8,0.1
O=C1c2ccccc2C(=O)N1CCc1c(-c2[nH]c3ccccc3c2CCN2C(=O)c3ccccc3C2=O)[nH]c2ccccc12,1,-2,6,1,-3,0,-1.0,2.1,0.7,-0.1,1.4
CC1=C(C(=O)Nc2ccc(C)cc2)C(c2ccc(N(C)C)cc2)NC(=O)N1 (stereo not drawn),-7,-10,7,-2,0,-3,-0.9,-1.0,-0.8,0.2,0.4
COc1ccc(S(=O)(=O)Nc2cccc3c2O[C@H](CN(C)S(=O)(=O)c2ccc(OC)cc2)[C@@H](C)CN([C@H](C)CO)C3=O)cc1,1,0,0,2,0,0,-1.2,0.2,0.8,-0.2,-1.4
CCN1C(=O)/C(=C\N2CCOCC2)SC1=S,5,5,2,-1,4,-1,-1.5,-0.5,-0.3,0.7,-0.9
O=C1CCCC(=NCc2ccco2)C1,-37,-28,-3,0,-12,1,-1.3,0.8,2.1,0.7,1.4
Cc1nn(Cc2ccccc2)c(C)c1/C=N/NC(=O)c1cccnc1,-1,2,-3,-5,-3,0,-0.9,1.9,-0.8,0.1,3.5
CCOC(=O)c1ccc(N=C2C(=S)N(c3ccc(C(=O)OCC)cc3)C(=N)N2/N=C/c2ccccc2)cc1,-14,-10,6,-8,-4,0,-0.8,2.7,-1.5,-0.7,-1.2
CCS(=O)(=O)N1Cc2ccccc2CC1C(=O)N(C)Cc1ccc(OC)c(F)c1 (stereo not drawn),-6,0,7,-2,-5,0,-0.9,-1.8,0.5,-0.2,-1.0
CC(C)CCn1c(CN2CCN(Cc3ccccc3)CC2)nc2c1c(=O)n(C)c(=O)n2C,-24,-11,-3,10,-6,0,-1.8,-4.0,-0.6,-1.6,-1.1
Cc1ccc([C@H]2C[C@@H](O)[C@H](n3cc(C4CC4)nn3)CN2C(=O)C2CCCCC2)cc1,1,-1,-1,-2,-3,-2,-1.2,-0.8,-1.3,0.6,-0.3
O=C(NC12CC3CC(CC(C3)C1)C2)c1ccc([N+](=O)[O-])cc1,-5,0,-1,0,-3,-3,-1.8,-2.4,1.2,0.3,0.5
Cc1cc(C)cc(NC(=O)N2c3ccccc3NC(=O)CC2C)c1 (stereo not drawn),0,5,0,2,2,-1,-0.7,1.1,-0.3,0.1,1.1
Nc1nn(-c2ccccc2)c(N)c1N=Nc1ccccc1,6,6,8,-5,6,15*,0.6,22*,9.0*,1.3,-1.0
Cc1ccc(C2=N/C(=C\c3cccc(F)c3)C(=O)O2)cc1,-6,0,4,0,-3,3,-1.3,-0.8,-0.7,-0.3,2.9
O=C(c1ccccc1)n1nnc2ccccc21,3,1,-2,0,-1,-2,-1.1,1.3,-1.3,1.5,-1.3
COc1cc(COCC(O)CN2CCc3ccccc3C2)cc(OC)c1OC (stereo not drawn),3,3,2,2,2,-3,-1.2,2.3,0.9,-0.2,-0.8
N#CCc1cc2ccc3cccc4ccc(c1)c2c34,-283,-153,-1,1,-109,7,-1.4,-1.9,-0.3,-0.1,7.0*
Cc1ccc(OCc2n[nH]c(=S)n2Cc2ccccc2)cc1,-7,-3,4,4,-4,-3,-1.1,-1.0,-0.3,-0.2,0.4
Cc1cccc(NC(=O)C2CC2c2ccccc2)c1C (stereo not drawn),-11,-3,-4,3,-2,2,-0.6,7.6,1.7,-0.5,-0.1
Cc1cccc(COc2ccc(/C=N/NC(=O)c3nnn(-c4nonc4N)c3CN3CCCCC3)cc2)c1,-3,1,0,0,-1,1,-0.7,2.2,1.4,0.5,0.3
CCCC(C(=O)Nc1cccc(S(=O)(=O)N2CCCC2)c1)c1ccccc1 (stereo not drawn),-2,0,4,0,6,-2,-1.0,-2.4,-1.3,-2.4,-1.0
N#CC(C(=O)Nc1cccc(Cl)c1)=C1Nc2ccccc2N1,-9,-9,-6,-1,-7,0,-1.3,0.0,-1.1,-0.3,-1.1
CCOc1ccc(Br)cc1S(=O)(=O)Nc1ccc(Cl)c(S(=O)(=O)N(C)C)c1,1,-3,-4,-2,5,-4,-1.4,-1.1,-1.0,-0.2,2.5
CCC(Sc1nc(N)c(NC(=O)c2ccco2)c(=O)[nH]1)C(=O)O (stereo not drawn),-6,0,-3,5,-3,-1,0.1,0.3,-0.1,1.4,0.2

# Screens from PubChem.
